DT40 TDP1 no CPT: qHTS for Inhibitors of human tyrosyl-DNA phosphodiesterase 1 (TDP1): qHTS in cells in absence of CPT | 420,000 compounds, 15% hits | DT40 Tdp1-/- hTDP1 cells, no CPT, ATP luminescence, 48 h | AID 686978, 2013 | Potency, µM (highest dose often 46.2 µM), inactives show top-dose activity change, negative = growth inhibition, hits mostly inhibitors; further: nearly all actives have a fitted effect of over 55% in size
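Growth of hTDP1-complemented DT40 Tdp1-knockout cells is measured by ATP luminescence after at least 48 hr compound exposure at 37 °C, with DMSO substituting for the 20 nM CPT used in the parallel screen.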
DT40 TDP1 CPT: growth inhibition of DT40 Tdp1-/-;hTDP1 cells with camptothecin (screen for TDP1 inhibitors) | chicken DT40 Tdp1-/-;hTDP1 cells + 20 nM CPT, ATP luminescence, 48 h | Potency, µM (highest dose often 46.2 µM), inactives show at the top dose activity change, negative = growth inhibition, actives largely listed as inhibitors | 420,000 compounds, 12% hits | AID 686979; further: nearly all actives have a fitted effect of over 55% in size
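Chicken DT40 Tdp1-/- cells stably complemented with human TDP1 were seeded at 400 cells/well in medium containing 20 nM camptothecin, exposed to pin-transferred compounds, and grown at 37 °C for at least 48 hr. Viability was read as ATP luminescence.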
TDP1 inh: blocks human tyrosyl-DNA phosphodiesterase 1; Q9NUW8; recombinant TDP1, AlphaScreen DNA substrate cleavage; Potency, µM (highest dose often 130 µM), for inactives: top-dose activity change, negative = inhibition, hits mostly inhibitors; 350,000 compounds, 0.28% hits; AID 485290; further: nearly all actives have a fitted effect of over 40% in size
Target sequence (Q9NUW8 whole entry, looked up): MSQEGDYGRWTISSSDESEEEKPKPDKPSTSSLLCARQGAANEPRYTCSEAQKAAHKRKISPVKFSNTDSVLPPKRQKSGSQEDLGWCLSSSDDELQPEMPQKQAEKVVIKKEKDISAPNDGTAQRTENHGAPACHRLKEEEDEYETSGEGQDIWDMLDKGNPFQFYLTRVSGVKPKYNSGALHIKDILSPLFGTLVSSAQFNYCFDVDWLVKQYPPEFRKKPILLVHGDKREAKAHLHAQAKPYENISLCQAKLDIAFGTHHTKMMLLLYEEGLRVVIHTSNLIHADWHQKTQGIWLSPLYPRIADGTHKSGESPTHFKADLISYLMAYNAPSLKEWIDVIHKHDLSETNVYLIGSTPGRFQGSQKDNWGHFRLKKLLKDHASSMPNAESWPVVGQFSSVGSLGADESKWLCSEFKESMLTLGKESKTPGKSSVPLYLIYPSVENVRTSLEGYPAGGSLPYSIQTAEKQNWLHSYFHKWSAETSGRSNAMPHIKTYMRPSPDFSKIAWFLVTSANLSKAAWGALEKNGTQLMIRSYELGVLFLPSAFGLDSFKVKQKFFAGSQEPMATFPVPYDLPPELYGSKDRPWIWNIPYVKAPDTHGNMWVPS
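Steps: enzyme plus compound, 15 min RT; add biotin/phosphotyrosine-FITC oligonucleotide (15 nM final), react 5 min; add donor/acceptor beads (10 ug/ml final), 10 min; read AlphaScreen. Tdp1 at 1 nM final.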
* = called active by the depositor; ? = inconclusive; · = no result given; & = joins results of further samples; [ ] = another dose, or the depositor's remark. The call rests on the fitted dose curve; in most records, active means well fitted curve in the direction sought with a large enough effect; inconclusive means small, poorly fitted or top-dose-only effect, or another doubt; inactive means no such curve, though single readings can be large; an effect the other way counts as inactive or inconclusive. On the % scale 0 is the no-effect control and ±100 the full control effect; potency means the concentration at half of the fitted maximal effect. Hits appear at their usual frequency (roughly 18% active in at least one column).

nr	Molecule	DT40 TDP1 no CPT	DT40 TDP1 CPT	TDP1 inh
1	CCCSc1ncc(Cl)c(C(=O)Nc2sc3c(c2C(=O)OC)CCCC3)n1	17%&-15%	5%&1%	2%
2	CCOC(=O)N/N=C/c1ccccc1OCc1ccc(Cl)cc1	29µM*	?	0%
3	COC(=O)c1c(NC(=S)NN2CCOCC2)sc2c1CCCC2	15µM*	?	·
4	Cc1ccc(SC(C)C(=O)NCc2ccncc2)cc1 (centres undefined)	-6%	?	2%
5	Cc1ccc(C(=O)N(CC(=O)NC2CCCCC2)c2ccccc2F)s1	-33%	2%	0%
6	CCOC(=O)c1c(C)[nH]c(C)c1C(=O)CSc1nnc(N)s1	-12%	-27%	-10%
7	CC(=O)Nc1cc2c(cc1NC(=O)Cn1nc(-c3ccccc3F)ccc1=O)OCCO2	-18%	-8%	6%
8	CCCS(=O)(=O)NC(=O)C1(C)CCN(C(=O)c2cc3ccccc3s2)C1 (centres undefined)	-3%	-8%	·
9	O=C(c1ccc(F)cc1)N1CCN(CCc2ccncc2)CC1	-25%	-14%	3%
10	Cc1ccc(NC(=O)C(c2ccccc2)N2Cc3ccccc3C2=O)cc1Cl (centres undefined)	-14%	?	5%
11	COCCNC(=O)CCn1c(=O)oc2ccccc21	-15%	-7%	-1%
12	O=C(O)c1ccc(COc2ccc(Cl)cc2)o1	-11%	0%	0%
13	CCc1ccc([C@@H]2CC(=O)[C@@H]3CN(S(=O)(=O)c4ccccc4)[C@H](c4ccc(OC)cc4)C[C@@H]3N2S(=O)(=O)c2ccc(C)cc2)cc1	-23%	-57%	·
14	Oc1ccccc1CN1CCCC(N2CCN(c3cccc(C(F)(F)F)c3)CC2)C1 (centres undefined)	?	18µM*	·
15	Cc1ccc(NC(=O)Cn2cc(S(=O)(=O)N3CCCC3)c(S(=O)(=O)N3CCCC3)c2)cc1F	-14%	-16%	-3%
16	CNC(=O)[C@H](Cc1c[nH]c2ccccc12)NC(=O)[C@@H](CC(=O)NO)CC(C)C	31µM*	22µM*	10%
17	Cc1ccc2nc(Cl)c(CN(Cc3cccs3)C(=O)C3CC3)cc2c1	-27%	?	0%
18	CC(C)CCC(C)NC(=O)CN1C(=O)NC(C)(c2ccc3ccccc3c2)C1=O (centres undefined)	-23%	?	0%
19	O=C(COc1ccc(Br)cc1)Nc1ccccc1N1CCCC1	?	-11%	3%
20	CCOC(=O)C1CCN(C(=O)Nc2ccc3oc(C)nc3c2)CC1	-1%	-21%	4%
21	Cc1cccc(C(=O)OCC(=O)NN2C(=O)NC3(CCC(C)CC3)C2=O)c1O (centres undefined)	1%	0%	·
22	O=[N+]([O-])c1ccc(N2CCN(c3ccccc3Cl)CC2)cn1	21µM*	18µM*	7%
23	COc1ccc(Cl)cc1-c1cc(C(=O)NCc2cccc(Cl)c2)[nH]n1	?	?	·
24	CN1CCN(CCCNC(=O)c2ccc(NC(=O)C3=CSCCO3)cc2)CC1	-6%	4%	1%
25	COc1ccc(CN2CCNC(=O)C2CC(=O)NCCCn2nnc3ccccc32)cc1C (centres undefined)	0%	-2%	6%
26	CN(Cc1ccccc1)C(=O)CCn1c(=O)c2cccn2c2cccnc21	-11%	-17%	4%
27	O=C(CSCc1ccccc1Br)N/N=C/c1ccc(OCC(=O)N2CCCCC2)cc1	2.9µM*	-7%	3%
28	N=C1C(c2ccccc2)=C(O)CN1c1cccc(O)c1	-6%	-4%	3%
29	Brc1ccc(OCc2nnc(SCC3CCCCC3)o2)cc1	-8%	-4%	·
30	Cc1c(Cl)cccc1NC(=S)NC1CCN(Cc2ccccc2)CC1	?	?	0%

nr	Molecule	DT40 TDP1 no CPT	DT40 TDP1 CPT	TDP1 inh
31	COc1cc(OC)c(C(=O)Nc2cc(Cl)ccc2-n2cncn2)cc1OC	?	?	6%[0.505 µM]
32	O=C(NCc1cccnc1)c1ccc2sc([C@H]3C[C@H](O)[C@@H](CO)O3)nc2c1	3%	-10%	·
33	Cc1ccc(C)c(OCCCN2CCc3ccccc3C2)c1	?	12µM*	3%
34	CC(C)CN(C(=O)c1cccc(Cl)c1)c1c(N)n(CC(C)C)c(=O)[nH]c1=O	-5%	21%	3%
35	O=[N+]([O-])c1cccc(-n2nnnc2CNCc2ccccc2)c1	-16%	1%	·
36	COc1ccc(NC(=S)NNC(=O)c2ccc(S(=O)(=O)N3CCOCC3)cc2)cc1	-3%	1%	7%
37	CCOc1ccc(CCNC(=O)c2cccc(S(=O)(=O)N3CCN(C(C)=O)CC3)c2)cc1OCC	-10%	-20%	0%
38	COc1ccc(NC(=O)Nc2ccc3nsnc3c2)cc1	?	?	1%
39	COC(=O)c1ccccc1NC(=O)Cn1c(=O)n(CCCC(=O)NCc2ccccc2OC)c(=O)c2ccccc21	?	-29%	2%
40	c1ccc(-c2nnc3sc(-c4ccncc4)nn23)cc1	-21%	-19%	-3%
41	COc1cc(NC(=O)c2cc3nc(-c4ccccc4)cc(-c4ccccc4)n3n2)c(OC)cc1Cl	-19%	2%	4%[12.3 µM]
42	CCOC(=O)CSC1=Nc2ccccc2C2=NC(CC(=O)NCc3ccc4c(c3)OCO4)C(=O)N12 (centres undefined)	?	-15%	-5%
43	O=C(Nc1cc(S(=O)(=O)N2CCCCC2)ccc1N1CCCCC1)c1ccncc1	?	?	5%
44	O=S1(=O)C[C@H](N2CCC(Cc3ccccc3)CC2)[C@@H](COCc2ccccc2)N1	?	?	·
45	CSc1ncccc1C(=O)OCC(=O)N1CC2(C)CC1CC(C)(C)C2 (centres undefined)	?	?	2%
46	CCOC(=O)c1ccc(Nc2cc(C)nc3ncnn23)cc1	-6%	-3%	6%
47	O=C(Nc1ccccc1)Nc1nnc(Cc2ccc([N+](=O)[O-])cc2)s1	42%[activator]	?	0%
48	O=C(COC(=O)c1ccc[nH]c1=O)NCCCc1ccccc1	11%	-6%	1%
49	Cc1ccc(S(=O)(=O)c2ccc(-n3nc(C)cc3N)cc2)cc1	-18%	-1%	-1%
50	Cc1ccc(S(=O)(=O)Nc2c(C)n(C)n(-c3ccccc3)c2=O)cc1C(=O)NCc1ccccn1	5%	0%	5%
51	CCOc1ccc(CNC(=S)N/N=C/c2cccnc2)cc1	-2%	?	3%
52	CCOC(=O)C[C@H]1c2cc(F)ccc2S(=O)(=O)N1Cc1cc(OC)c(OC)c(OC)c1	11µM*	10µM*	·
53	CNC[C@@H]1OCc2ccccc2-c2c(n(C)c3ccccc23)C(=O)N([C@H](C)CO)C[C@@H]1C	18µM*	?	·
54	CCCCN(CCCC)Cc1cc(=O)oc2cc(OC)c(Cl)cc12	?	?	·
55	COc1ccc2oc(C(=O)C3CC3)c(N)c2c1	-27%	?	4%
56	COc1cccc(Nc2ncc3nc(-c4cc(F)cc(F)c4)c(=O)n(C[C@H]4CCCO4)c3n2)c1	3%	2%	·
57	Cc1ccc(S(=O)(=O)N2CCCCCC2)cc1[N+](=O)[O-]	10µM*	?	3%
58	CCN(CC)CCN(Cc1cc2cccc(C)c2[nH]c1=O)C(=S)Nc1ccccc1	?	?	-3%
59	CN(C(=O)Nc1ccccc1)C1CCS(=O)(=O)C1 (centres undefined)	7%	2%	-5%
60	COc1cc([N+](=O)[O-])ccc1NC(=O)COC(=O)c1ccc(NC(N)=O)cc1	-19%	11%	·

nr	Molecule	DT40 TDP1 no CPT	DT40 TDP1 CPT	TDP1 inh
61	CC(C)Cc1nc2n[nH]c(N)c2c2c1COC(C)(C)C2	1%	-2%	4%
62	CC(=O)Nc1ccc(NS(=O)(=O)c2ccc3c(c2)n(C)c(=O)n3C)cc1	-2%	-1%	·
63	O=C(CSc1nnc(NC(=O)C2CC2)s1)NCc1cccs1	0%	1%	0%
64	Cc1ccc(NC(=O)c2nc[nH]c2C(=O)NCCCCCNC(=O)OC(C)(C)C)cc1	16µM*	?	1%
65	CCC(=O)c1ccc(OCC(=O)c2ccc3c(c2)NC(=O)CO3)cc1	-21%	-15%	0%
66	Oc1ccc2n[nH]nc2c1	?	-19%	-5%
67	Cc1ccccc1C(=O)c1c[nH]c(C(=O)NCc2ccco2)c1	?	?	2%
68	CC(=O)c1c(C)[nH]c(C(=O)NCc2ccccc2F)c1C	-1%	2%	0%
69	Cn1c(SCC(=O)N2CCOCC2)nnc1-c1cccc(NC(=O)c2ccccc2)c1	3%	-3%	4%
70	Cc1ccc2nsnc2c1S(=O)(=O)Nc1cccc2nsnc12	?	-12%	-3%
71	CCCCNC(=S)Nc1ccc(C(F)(F)F)cc1	?	?	1%
72	NC(=O)c1ccc2c(c1)OCCO2	3%	3%	4%
73	NS(=O)(=O)c1cccc(NC(=O)COC(=O)c2ccccc2SCC(=O)N2CCCC2)c1	-22%	-3%	-1%
74	Cc1ccc(-n2c(SCc3nc(-c4ccc(Cl)cc4)no3)nnc2-c2ccncc2)cc1	16µM*	15µM*	5%
75	O=C(Cn1nc(-c2ccccc2)ccc1=O)N1CCOCC1	-19%	13%	·

Reprinted at random: six entries already listed
nr	Molecule	DT40 TDP1 no CPT	DT40 TDP1 CPT	TDP1 inh
72	NC(=O)c1ccc2c(c1)OCCO2	3%	3%	4%
63	O=C(CSc1nnc(NC(=O)C2CC2)s1)NCc1cccs1	0%	1%	0%
64	Cc1ccc(NC(=O)c2nc[nH]c2C(=O)NCCCCCNC(=O)OC(C)(C)C)cc1	16µM*	?	1%
71	CCCCNC(=S)Nc1ccc(C(F)(F)F)cc1	?	?	1%
73	NS(=O)(=O)c1cccc(NC(=O)COC(=O)c2ccccc2SCC(=O)N2CCCC2)c1	-22%	-3%	-1%
68	CC(=O)c1c(C)[nH]c(C(=O)NCc2ccccc2F)c1C	-1%	2%	0%

Part of the list above, with each value named.
65	CCC(=O)c1ccc(OCC(=O)c2ccc3c(c2)NC(=O)CO3)cc1
  DT40 TDP1 no CPT: -21% | DT40 TDP1 CPT: -15% | TDP1 inh: 0%

66	Oc1ccc2n[nH]nc2c1
  DT40 TDP1 no CPT: ? | DT40 TDP1 CPT: -19% | TDP1 inh: -5%

67	Cc1ccccc1C(=O)c1c[nH]c(C(=O)NCc2ccco2)c1
  DT40 TDP1 no CPT: ? | DT40 TDP1 CPT: ? | TDP1 inh: 2%

68	CC(=O)c1c(C)[nH]c(C(=O)NCc2ccccc2F)c1C
  DT40 TDP1 no CPT: -1% | DT40 TDP1 CPT: 2% | TDP1 inh: 0%
